High-throughput results: PubChem BioAssay, Broad Institute
GSIS activator: GLuc luminescence reporter in INS-1E cells, primary screen for activators of glucose-dependent secretion of insulin; INS-1E GLuc reporter insulin secretion, 2-3 h; activation, % at 16.6 µM; 0.61% of 370,000 active;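 active = lowest replicate activation of at least 40%, so every replicate reaches that level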;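 note: 0% = median of neutral control wells and 100% = median of IBMX positive control wells; some compounds called inactive have numbers as strong as hits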
FN deposition inh: fibronectin deposition inhibition; AH1F fibroblasts, Alexa488-fibronectin deposition fluorescence, overnight; inhibition, % at 12.6 µM; 0.086% of 350,000 active; AID 743247;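 active = mean inhibition across replicates of 30% or more, regardless of how many single replicates reach that level; inconclusive = mean under 30% yet at least half of replicates reach 30%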;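 note: positive control wells lacked labelled fibronectin entirely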
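material = AH1F fibroblast monolayer depositing Alexa488-labelled fibronectin into matrix | amount = 10000 AH1F cells/well | buffer or medium = DMEM plus 2% serum, read in PBS | incubation = 1 h cell adhesion before compound, then overnight fibronectin incubation | detection = fluorescence at 485 nm excitation, 525 nm emission | evaluation = percent inhibition as loss of matrix-bound fibronectin fluorescence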
miR122 inh: blocks miR-122 activity in Huh7 sensor cells; 0.3% of 340,000 active; Huh7 miR-122 Renilla luciferase sensor, 48 h; neutral wells = 0, positive control = 100; activation (reporter increase), % at 12.5 µM;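 active = mean replicate activation score at least 90 and every replicate individually at or above 90; inconclusive = only one of the two criteria met; inactive = neither criterion met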;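 note: higher luciferase means less miR-122 activity so hits act as miR-122 inhibitors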
F508del corr: correctors of CFTR F508del function in bronchial epithelial cells. CFBE cells, YFP halide quenching; stimulated with forskolin plus potentiator P3; % fluorescence drop versus neutral controls. activity (quench increase), % at 7.58 µM. 0.36% of 350,000 active. AID 720511;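 active = mean added fluorescence quench of at least 8% versus neutral control, with both replicates also reaching 8%; inconclusive = only one of the mean or replicate conditions met; inactive = mean below 8% and not both replicates reaching 8%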;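 note: cells transiently co-express mutant CFTR-F508del with the halide-sensitive YFP; corrector assay measuring rescue of mutant channel to the surface after 24 h compound exposure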
EWS-Fli inh: blocks EWS/Fli oncoprotein-driven transcription | A673 NR0B1-luciferase reporter, viability-normalised | inhibition, % at 12.6 µM | 0.67% of 350,000 active | AID 651661;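 active = mean inhibition of at least 50% after viability correction, with every replicate also passing that limit; inconclusive = mean reaches 50% but only one of two replicates passes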;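 note: firefly luciferase signal divided by Alamar Blue viability fluorescence both relative to DMSO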
DENV2 CPE rescue: DENV2-induced cell death inhibition; DENV2-infected cells, cytopathic effect rescue, plate reader; 1.7% of 350,000 active; CPE inhibition, % at 9.99 µM; in the data active = CPE inhibition above about 20%, passing the limit was not always enough; inconclusive = no clear call, values can overlap the other calls; tested in BHK-21 cells;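 note: 0% = median of neutral control wells and 100% = median of positive control wells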
PAX8 inh HTS: PAX8 transcriptional activity inhibition | RMG-I TPO-luciferase reporter, SteadyGlo, 24 h | inhibition, % at 12.6 µM | 1.2% of 360,000 active | AID 652154;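 active = mean replicate inhibition at least 60% with every replicate also reaching 60%; inconclusive = only one of the two criteria is met; inactive = mean below 60% and not all replicates reaching 60%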;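 note: luciferase light reporting Pax8 driven TPO promoter activity; plate controls were median of neutral control wells for no effect and mitoxantrone controls for full effect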
Starred values were filed as active, the others as inactive; ? = inconclusive; · = no result given; & = joins results of further samples; [ ] = remark or other dose.

SMILES	GSIS activator	FN deposition inh	miR122 inh	F508del corr	EWS-Fli inh	DENV2 CPE rescue	PAX8 inh HTS
COc1ccccc1OCCNC(=O)Cc1ccc(Cl)c(Cl)c1	-13.7	-1.9	·	-0.8	1.3	-5.8	4.1
C[C@H](CO)N1C[C@H](C)[C@H](CN(C)S(=O)(=O)c2cn(C)cn2)Oc2ccc(NC(=O)Nc3ccccc3)cc2C1=O	19.9	·	0.2[16.7 µM]	2.7	-5.4	?	·
COc1ccc(-c2nc(SCC(=O)NC3CCCCC3)n[nH]2)cc1	-10.1	·	0.1	2.5	·	4.0	-13.1
O=C(O)/C=C/C(=O)c1ccc2c(c1)NC(=O)CO2	12.9	5.5	-6.3	1.4	-0.9	-5.9	-12.6
C#CCOCCOCCOCCNc1nc(N2CCN(C(=O)CCCCCCCCCCNC(=O)Cn3cc(C[C@@H](C)O)nn3)CC2)nc(N2CCN(C(=O)CCCCCCCCCCNC(=O)[C@H](CCCCN)n3cc(CCCC(=O)O)nn3)CC2)n1	-38.0	3.3	-0.3	1.2	-8.7	?	4.1
CC=Cc1ccc2n(c1=O)C[C@@H]1[C@@H](CO)[C@H](C(=O)NCCc3cn(C)cn3)[C@H]2N1C(=O)C1CCCC1 (mixture of isomers)	3.1	·	-7.0[16.7 µM]	-6.2	7.0	-6.7	-7.6
COC(=O)c1ccc(NC(=O)COC(=O)c2cccc3c(=O)c(C)c(-c4ccccc4)oc23)cc1	2.6	-0.6	·	2.4	6.6	-5.2	12.1
COc1ccc(C(=O)NCc2ccc(-n3cccc3)cc2)cc1OC	-10.3	-14.3	2.5	1.7	5.6	-4.7	-8.6
CCCC(=O)Nc1ccc2c(c1)C(=O)N(C)C[C@@H](OC)[C@H](C)CN[C@@H](C)CO2	13.1	0.7	0.6[16.7 µM]	·	0.8	-4.4	-0.4
Cc1ccc(S(=O)(=O)Nc2ccc3[nH]c(=O)[nH]c3c2)c(C)c1	-0.3	3.2	·	-2.3	-8.9	-0.5	4.8
CCOc1ccc(NC(=O)Nc2cc(OCC(F)(F)F)cc(OCC(F)(F)F)c2)cc1	-4.3	-7.7	·	0.0	16.9	0.5	87.2*
CC(C)(O)C#Cc1ccc(CN2CCCC(CNC(=O)c3ccco3)C2)cc1 (centres undefined)	19.0	·	1.6	-1.2	·	-4.0	3.1
CCn1c(Cc2ccccc2)nnc1SCC(=O)Nc1nc(C)c(C)s1	13.0	0.3	3.5	·	·	·	·
O=C(Nc1nccs1)C1(S(=O)(=O)c2ccc(Cl)cc2)CC1	1.0	·	4.5	-2.1	11.2	2.1	·
O=C(OCC(=O)N1CCCC1)c1c(Cl)cccc1Cl	2.4	4.8	0.3	-0.3	0.3	1.7	14.6
O=C(O)C[C@H]1C[C@H]2c3cc(NC(=O)c4ccc5c(c4)OCO5)ccc3O[C@H]2[C@H](CO)O1	-3.7	-1.2	-1.7[16.7 µM]	-0.8	6.6	8.9	-9.2
COc1ccc(CN(C)C[C@H]2OCCCC[C@H](C)Oc3ccc(NS(=O)(=O)c4ccc(C)cc4)cc3C(=O)N([C@H](C)CO)C[C@H]2C)cc1	-36.8	·	-1.8[16.7 µM]	1.9	12.2	9.6	20.3
C[C@H]1CN([C@@H](C)CO)C(=O)c2cc(C#Cc3ccc(F)cc3)cnc2O[C@H]1CN(C)C(=O)Nc1ccc(F)cc1	-14.7	9.5	0.1[16.7 µM]	-5.6	-34.5	6.3	·
C[C@@H]1CN([C@H](C)CO)C(=O)CCCn2cc(nn2)CO[C@H]1CN(C)C(=O)c1ccc2ccn(C)c2c1	8.7&23.0	-12.7&-6.5	3.0[16.7 µM]	1.7&4.6&-4.6	5.3&-0.6&3.0	-1.7&-0.2	10.5&-7.1&2.2
C[C@H]1CN([C@@H](C)CO)C(=O)c2cc(NC(=O)CCCN(C)C)ccc2O[C@H]1CN(C)Cc1ccc(Cl)c(Cl)c1	0.7	17.4	-7.6[16.7 µM]	0.4	-5.1	-4.8	-9.1
OC1(c2ccc3c(c2)OCO3)CCN(Cc2ccccn2)CC1	1.8	·	0.6	·	·	-5.3	·
Cc1ccc(N=Nc2ccc(O)c3ncccc23)cc1	·	12.7	·	·	41.3	0.0	8.5
COc1cc([N+](=O)[O-])cc(/C=N/NC(=O)CSc2ccccn2)c1O	5.4	1.4	·	2.4	12.5	-6.8	-14.4
Cc1cc(C(=O)Nc2cccc3c2O[C@H](CN(C)C(=O)Nc2ccc(F)cc2)[C@@H](C)CN([C@@H](C)CO)C3=O)n(C)n1	26.2	·	9.7[16.7 µM]	-8.1	-0.4	0.6	-5.4
O=C(Nc1cccc(S(=O)(=O)NC2=NCCCCC2)c1)c1cc(-c2ccccc2Cl)nc2ccccc12	-16.7	8.4	·	·	·	·	13.7
CN1CCN(C2CCCCC2NS(=O)(=O)c2ccccc2)CC1 (centres undefined)	4.9	-6.6	-3.3	-2.0	·	4.7	2.3
C=CCC(NC(=O)N(C)C)(C(C)=O)C(=O)OC (centres undefined)	11.5	3.8	·	-1.4	-1.0	2.2	11.8
Cc1cccc(OCC(=O)NCCNC(=O)c2ccco2)c1	16.3	-3.5	-1.4	-0.9	-8.6	-7.6	10.9
CC(Oc1ccccc1)C(=O)N1CCN(S(=O)(=O)c2ccc(OC(F)(F)F)cc2)CC1 (centres undefined)	·	-5.0	-5.5	-2.8	2.8	0.0	5.5
CCOC(=O)c1sc(NC(=O)CC(C)c2ccccc2)nc1C (centres undefined)	6.0	14.1	18.7	3.5	32.9	8.6	20.7
C[C@@H]1CN([C@@H](C)CO)C(=O)c2cc(/C=C/c3ccccc3)cnc2O[C@@H]1CN(C)S(=O)(=O)c1cn(C)cn1	-0.9	-3.2	0.9[16.7 µM]	·	-4.5	-2.3	8.8
CCn1cc(C(=O)Nc2ccc(OC)c(S(=O)(=O)N3CCCCC3)c2)c(=O)c2ccc(C)nc21	1.4	-3.3	·	·	-7.5	7.0	6.7
CC(C)NC(=O)CSc1ncccc1-c1nc2ccccc2[nH]1	-2.3	-9.3	1.2	-1.5	-21.4	1.6	1.9
CCOC(=O)C1CCCN(C(=O)c2cccc(Cl)c2)CC1 (centres undefined)	18.1	5.1	-0.5	-3.9	-5.9	8.9	-10.2
N[C@@H](Cc1ccccc1)C(=O)N1CCC(C(=O)N[C@@H](Cc2c[nH]c3ccccc23)C(=O)O)CC1	4.2	3.9	-3.5	0.8	14.5	4.1	22.6
COc1ccc(OCC(=O)N/N=C/C(C)=C/c2ccco2)c(Br)c1	2.4	-3.8	2.3	0.7	-11.5	3.1	-0.9
O=C(Cn1nnc2ccccc21)OCc1ccccc1	-27.5	5.1	-1.9	-1.6	4.8	12.0	-13.6
N#C/C(=C\c1ccccn1)c1ccccn1	6.5	0.3	·	-5.0	-59.5	-6.0	-18.1
CC(C)c1ccc(NC(=O)C2(C)Cc3c(-c4cccc(C(N)=O)c4)ccnc3O2)cc1 (centres undefined)	0.4	·	3.7	3.1	3.0	-0.5	13.7
COc1ccc(/C=N/NC(=O)c2cc(-c3ccccc3)nc3ccccc23)cc1O	-5.8	6.1	-4.7	2.3	-20.1	-4.4	-20.0
CCN(CC(=O)NC(=O)NC1CCCC1)Cc1ccccc1	31.1	0.1	-1.4	0.8	-3.9	2.2	-15.8
COc1ccc(S(=O)(=O)N(C)C[C@H]2Oc3ccc(NC(=O)Nc4c(C)noc4C)cc3C(=O)N([C@@H](C)CO)C[C@H]2C)cc1	-2.2	·	14.3[16.7 µM]	1.2	-4.3	2.5	·
CC(=NCCc1c(C)[nH]c2ccc(OCc3ccccc3)cc12)C1=C(O)CC(c2ccccc2)CC1=O (centres undefined)	-11.4	·	·	0.9	20.9	-0.7	6.0
COc1ccc2c3c([nH]c2c1)[C@@H](CO)N(C(=O)C1CC1)CC31CN(C)C1	4.9	·	·	0.5	-4.0	0.6	-6.7
Cc1nc(NC(=O)CSc2nc3ccccc3s2)sc1C(=O)N(C)C	7.6	·	·	0.6	5.0	-1.6	11.8
O=[N+]([O-])c1ccc(CNCc2cc(Cl)ccc2O)cc1	14.3	-24.9	-0.8	1.0	-16.6	-16.5	-41.7
COc1ccc(OC)c2[nH]c(C(=O)N3CCC(C(=O)O)CC3)cc12	1.0	1.6	·	0.6	-9.1	0.2	-2.1
Cc1ccc(NC(=O)C(C)Sc2nc(-c3ccccc3)cc(=O)[nH]2)cc1 (centres undefined)	3.7	-0.3	-13.2	2.1	8.2	-2.1	-8.1
COc1cccc(CN2CCN(C(=O)c3cccc4ccccc34)CC2)c1OC	4.5	·	-0.6	2.8	-62.3	0.7	·
CC(C)NC(=O)N[C@@H]1CC[C@H](CCNC(=O)C2CC2)O[C@@H]1CO	0.9	1.6	·	-2.2	1.5	-2.2	16.4
C[C@H]1CN([C@@H](C)CO)C(=O)c2cc(Br)cnc2O[C@H]1CN(C)CC1CCCC1	1.2	·	-1.7[16.7 µM]	-1.1	-4.1	7.9	·
CCSC(=S)c1c(C)[nH]n(-c2ccccc2)c1=O	-42.3	3.8	·	-1.2	8.9	-2.1	-12.6
Cc1ccc(N2C(=O)N(CC(=O)Nc3ccc(C)c(C)c3[N+](=O)[O-])C(=O)C2C)cc1 (centres undefined)	-19.2	-0.2	3.4	0.4	-2.2	-6.4	31.5
CC(C)NC(=O)COc1ccc2c(c1)C(=O)CC(C)(C)O2	5.0	5.9	-5.0	1.1	-10.7	16.2	-10.9
C[C@H]1CN([C@@H](C)CO)C(=O)c2cc(N(C)C)ccc2O[C@@H]1CN(C)Cc1ccc(C(=O)Nc2ccccc2N)cc1	9.9	·	30.9[16.7 µM]	-1.8	65.0*	3.3	59.4
CC(C(=O)Nc1ccc2c(c1)OCO2)c1ccc([N+](=O)[O-])cc1 (centres undefined)	9.7	0.9	·	·	·	·	4.0
O=C(NCc1cccnc1)Nc1ccc(F)cc1F	·	-1.2	-0.6	·	·	·	-23.0
O=C(CN(C(=O)c1cccc([N+](=O)[O-])c1)C1CCCCC1)Nc1ccc(Cl)c([N+](=O)[O-])c1	-6.5	1.2	-10.6	-0.8	9.6	-3.9	14.4
C[C@@H]1CCCCO[C@@H](CN(C)C(=O)C2CCCCC2)[C@@H](C)CN([C@@H](C)CO)C(=O)c2cc(N(C)C)ccc2O1	-5.7	·	-3.3[16.7 µM]	2.0	-3.0	8.6	-13.0
CCO[C@H]1OC(C(=O)N2CCOCC2)=C[C@@H](C2CCCCC2)[C@@H]1CCCO	·	·	·	0.4	-4.9	1.9	2.4

The last 2 records of the part above lead into the next.
SMILES	GSIS activator	FN deposition inh	miR122 inh	F508del corr	EWS-Fli inh	DENV2 CPE rescue	PAX8 inh HTS
C[C@@H]1CCCCO[C@@H](CN(C)C(=O)C2CCCCC2)[C@@H](C)CN([C@@H](C)CO)C(=O)c2cc(N(C)C)ccc2O1	-5.7	·	-3.3[16.7 µM]	2.0	-3.0	8.6	-13.0
CCO[C@H]1OC(C(=O)N2CCOCC2)=C[C@@H](C2CCCCC2)[C@@H]1CCCO	·	·	·	0.4	-4.9	1.9	2.4
O=C(c1ccccc1Oc1ccc(C(F)(F)F)cc1[N+](=O)[O-])N1CCOCC1	1.4	·	·	-0.7	-0.4	1.5	9.0
C[C@@H]1CN([C@@H](C)CO)C(=O)Cc2cc(NC(=O)Cn3cnnn3)ccc2O[C@@H]1CN(C)C(=O)Nc1ccc(F)cc1	9.2	·	3.3[16.7 µM]	0.4	-15.5	·	-16.9
COc1ccc(COCC(O)CN2CCCC(C(F)(F)F)C2)cc1 (centres undefined)	-4.9	-1.1	-3.1	-2.3	-4.8	-4.3	-5.7
O=C(CN1C(=O)NC2(CCCCC2)C1=O)NNC(=O)C1CC1	31.7	-2.6	-11.0	-3.3	3.9	6.3	-2.4
Cc1ccc(C)c(NC(=S)NC(=O)c2cncc(Br)c2)c1	·	2.1	-2.1	1.1	10.3	2.6	8.0
